H1N1 NS1A inhibition – H1N1 influenza NS1A inhibitors, functional cell based assay (AID 504329); NS1A functional cell-based assay, percent inhibition; higher % means a stronger effect; one-dose inhibition, % at 12.5 µM; IC50 in µM for titrated hits; 340,000 compounds, 0.3% hits; in the data active means a potency from the dose series; inconclusive means inhibition above about 27% without an active follow-up result; further: strong numbers were not always called active
Salmonella PhoP GFP – PhoP regulon inhibitors, Salmonella typhi PhoP promoter GFP reporter, confirmatory (AID 1850); Salmonella Typhi PhoP-promoter GFP reporter, fluorescence, 4 h; higher % means a stronger effect; inhibition, % at 50 µM, or IC50 in µM where a hit was titrated; 310,000 compounds, 0.33% hits; in the data active means a potency from the dose series; inconclusive means inhibition mostly from about 25% at the one dose, without a potency; inactive means the rest, 99 in 100 with inhibition below about 19%;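 further: 0% = induced wells with vehicle and 100% = uninduced wells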
inhibitors of VEEV – inhibitors of VEEV TC-83 cytopathic effect, confirmation, Vero cells (AID 588727) | Vero cells, VEEV TC-83 cytopathic effect inhibition; higher % means a stronger effect | inhibition, % at 20 µM, or IC50 in µM where a hit was titrated | 350,000 compounds, 0.13% hits; in the data active means a potency from the dose series; inconclusive means inhibition mostly from about 14% at the one dose, without a potency; inactive means the rest, 99 in 100 with inhibition below about 12%; further: strong numbers were not always called active
H37Rv inhibition – M. tuberculosis growth inhibition, HTS (AID 449762) | 330,000 compounds, 0.59% hits | one-dose inhibition, % at 25 µM; IC50 in µM for titrated hits | M. tuberculosis H37Rv growth inhibition, 7H9 media; higher % means a stronger effect; in the data active means a potency from the dose series; inconclusive means inhibition above about 70% without an active follow-up result;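 further: bacterial growth assessed after seven days of incubation; strong numbers were not always called active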
tuberculosis growth – growth inhibition of non-replicating M. tuberculosis (AID 488890) | Mycobacterium tuberculosis non-replicating, growth inhibition; higher % means a stronger effect | one-dose inhibition, % at 25 µM; IC50 in µM for titrated hits | 320,000 compounds, 0.39% hits; in the data active means a potency from the dose series; inconclusive means inhibition mostly from about 82% at the one dose, without a potency; inactive means the rest, 99 in 100 with inhibition below about 76%;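 further: plate controls were DMSO cells for no effect and high antibiotic wells for full effect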
inhibitors of VEEV 10K pilot screen – also measured in inhibitors of VEEV; calls as there; inhibition, %; measured here: 10K pilot screen inhibition
Starred values were filed as active, the others as inactive; i = inactive; u = inconclusive; x = not tested or not shown.

SMILES | H1N1 NS1A inhibition | Salmonella PhoP GFP | inhibitors of VEEV | H37Rv inhibition | tuberculosis growth | others
O=C(c1cccc(Cl)c1)N(Cc1ccco1)C1CCS(=O)(=O)C1 (centres undefined) | 5% | 4% | 0.5% | 0% | 19%
COc1ccc(-c2cccc(C(=O)NCC(=O)O)c2)cc1 | 3% | -5% | 3.3% | -3% | 1%
CC(C)NC(=O)CN(CCc1ccccc1)S(C)(=O)=O | -7% | -7% | i | -3% | -6%
CC(OC(=O)CCN1C(=O)C2CC=CCC2C1=O)C(=O)c1ccc(F)cc1 (centres undefined) | -1% | x | 2.0% | -8% | -5%
CCOc1ccc(NC(=O)c2ccccc2CO)cc1 | 5% | -7% | 0.7% | u | 28%
Cc1cc(/C=C(/C#N)C(=O)Nc2ccccc2)c(C)n1-c1cccnc1 | 14% | 11% | 3.1% | 0% | 8%
O=C1C(=O)N2C(=C1C(=O)N1CCCCCC1)c1ccccc1CC21CCCC1 | -13% | 0% | 1.3% | -5% | 7%
Cc1[nH][nH]c(=O)c1C(c1ccc(-c2cccc(Cl)c2)o1)c1c(C)[nH][nH]c1=O | 8% | 7% | 0.2% | 5% | u
COc1cc2c(cc1OC)C1(CCCC1)CNC2c1ccc([N+](=O)[O-])cc1 (centres undefined) | 0% | -35% | i | 8% | 15%
N#Cc1ncccc1CCc1cccc(Cl)c1 | 0% | 4% | 4.4% | 2% | -9%
COc1ccc2c(c1OC)C(=O)N(c1ncn[nH]1)C2 | 4% | -1% | 0.1% | -2% | -2%
Cc1ccccc1-n1c(=O)cc(NCC2CCCO2)[nH]c1=O (centres undefined) | 7% | -9% | i | -5% | -20%
O=C(Nc1ccc(Cl)c(Cl)c1)Nn1cnnc1 | 3% | 4% | i | -6% | 2%
O=C1Nc2cc3c(cc2Sc2ccccc21)OCCO3 | 15% | -10% | 0.7% | -10% | 12%
COc1cccc(-c2nc(CS(=O)(=O)CC(=O)Nc3cc(C)ccc3C)c(C)o2)c1 | 1% | 3% | i | -9% | -15%
Cc1ncsc1CCOC(=O)c1ccc(Cl)cc1 | 2% | 4% | i | u | 25%
NC(=O)CSc1nc2ccc([N+](=O)[O-])cc2[nH]1 | -7% | -8% | 0.4% | 23% | x
COc1ccc(C(=O)/C=C/c2ccc(OC3CSC3)cc2)cc1OC | 6% | -4% | 2.5% | 2% | 70%
CCCCC(=O)OCc1nc(N)nc(Nc2ccccc2C)n1 | 2% | -1% | 0.5% | 7% | 4% | inhibitors of VEEV 10K pilot screen=12
O=C(NC1CCCCC1)C(c1ccc(F)cc1)N(C(=O)c1csnn1)C1CCCC1 (centres undefined) | 2% | 7% | 1.1% | 6% | 4%
CCN(CC)CCCNC(=O)c1cc2nc3c(c(C(F)(F)F)n2n1)CCc1ccccc1-3 | -7% | -6% | 13% | 2% | 5%
CC1CCc2c(sc(NC(=O)c3ccc(-c4ccccc4[N+](=O)[O-])o3)c2C#N)C1 (centres undefined) | -12% | -5% | 0.8% | -2% | 7%
CC(C)(C)SCCNC(=O)CN(c1ccccc1)S(=O)(=O)c1ccc(F)cc1 | 6% | 2% | 0.7% | -17% | -8%
CC(=O)Nc1ccc(NC(=O)CCSCCc2ccccn2)cc1 | 17% | 7% | i | -2% | -10%
O=C1C=C(Nc2ccccc2O)c2ccccc2C1=O | 10% | 55µM* | 3.5% | u | u

By substructure: those above containing a carbonyl joined to an NH by a bond outside any ring
SMILES | H1N1 NS1A inhibition | Salmonella PhoP GFP | inhibitors of VEEV | H37Rv inhibition | tuberculosis growth | others
COc1ccc(-c2cccc(C(=O)NCC(=O)O)c2)cc1 | 3% | -5% | 3.3% | -3% | 1%
CC(C)NC(=O)CN(CCc1ccccc1)S(C)(=O)=O | -7% | -7% | i | -3% | -6%
CCOc1ccc(NC(=O)c2ccccc2CO)cc1 | 5% | -7% | 0.7% | u | 28%
Cc1cc(/C=C(/C#N)C(=O)Nc2ccccc2)c(C)n1-c1cccnc1 | 14% | 11% | 3.1% | 0% | 8%
O=C(Nc1ccc(Cl)c(Cl)c1)Nn1cnnc1 | 3% | 4% | i | -6% | 2%
COc1cccc(-c2nc(CS(=O)(=O)CC(=O)Nc3cc(C)ccc3C)c(C)o2)c1 | 1% | 3% | i | -9% | -15%
NC(=O)CSc1nc2ccc([N+](=O)[O-])cc2[nH]1 | -7% | -8% | 0.4% | 23% | x
O=C(NC1CCCCC1)C(c1ccc(F)cc1)N(C(=O)c1csnn1)C1CCCC1 (centres undefined) | 2% | 7% | 1.1% | 6% | 4%
CCN(CC)CCCNC(=O)c1cc2nc3c(c(C(F)(F)F)n2n1)CCc1ccccc1-3 | -7% | -6% | 13% | 2% | 5%
CC1CCc2c(sc(NC(=O)c3ccc(-c4ccccc4[N+](=O)[O-])o3)c2C#N)C1 (centres undefined) | -12% | -5% | 0.8% | -2% | 7%
CC(C)(C)SCCNC(=O)CN(c1ccccc1)S(=O)(=O)c1ccc(F)cc1 | 6% | 2% | 0.7% | -17% | -8%
CC(=O)Nc1ccc(NC(=O)CCSCCc2ccccn2)cc1 | 17% | 7% | i | -2% | -10%

Entries listed so far with a furan ring, fused or not:
SMILES | H1N1 NS1A inhibition | Salmonella PhoP GFP | inhibitors of VEEV | H37Rv inhibition | tuberculosis growth | others
O=C(c1cccc(Cl)c1)N(Cc1ccco1)C1CCS(=O)(=O)C1 (centres undefined) | 5% | 4% | 0.5% | 0% | 19%
Cc1[nH][nH]c(=O)c1C(c1ccc(-c2cccc(Cl)c2)o1)c1c(C)[nH][nH]c1=O | 8% | 7% | 0.2% | 5% | u
CC1CCc2c(sc(NC(=O)c3ccc(-c4ccccc4[N+](=O)[O-])o3)c2C#N)C1 (centres undefined) | -12% | -5% | 0.8% | -2% | 7%

Following part:
SMILES | H1N1 NS1A inhibition | Salmonella PhoP GFP | inhibitors of VEEV | H37Rv inhibition | tuberculosis growth | others
CN(C)CCNc1c2c(nc3nnnn13)CCCC2 | 1% | 10% | 1.4% | -2% | -30%
CCc1noc(C)c1C(=O)Nc1cc(C(F)(F)F)ccc1-n1cncn1 | -3% | 5% | 3.8% | -8% | -11%
Cc1ccc(C(=O)Nc2ccc(Nc3ccccc3)cc2)c(Cl)c1 | 2% | 6% | 1.5% | -1% | -5%
N#Cc1ccc(OC(=O)c2cnccn2)cc1 | -10% | 8% | 0.2% | 4% | -30%
Cc1cc([N+](=O)[O-])nn1CC(=O)NC(C)c1ccccc1 (centres undefined) | 20% | 2% | u | 0% | 13%
CCOC(=O)c1ccc(N2C(=O)CC(Nc3ccc(O)cc3)C2=O)cc1 (centres undefined) | 18% | 4% | i | 27% | 57%
COc1ccc(Cl)cc1NC(=O)Nn1cnnc1 | 2% | 17% | 1.3% | -10% | -10%
C/C(=N\NC(=O)CCCOc1ccc(Cl)cc1C)c1ccc(C)o1 | -4% | -7% | 0.2% | -5% | -27%
COc1ccc(Cn2nnnc2C(c2cc(OC)ccc2OC)N2CCC(C(N)=O)CC2)cc1 (centres undefined) | -5% | 23% | 0.8% | 4% | 3%
Cc1ccn2c(NC(=O)c3ccccc3)c(-c3cccs3)nc2c1 | 22% | -11% | 2.7% | -6% | 3%
CCOc1ccc(/C=N/NC(=O)C(C)Sc2ccccn2)cc1OCC (centres undefined) | 0% | 0% | i | -2% | 36%
CCOC(=O)c1cnc(SCC(=O)Nc2ccc(NC(C)=O)c(OC)c2)nc1N | 0% | 5% | 2.8% | -10% | 12%
CS(=O)(=O)c1ccc(C(=O)NNC(=O)c2ccccc2-n2cccc2)cc1 | -9% | x | 0.7% | -11% | -1%
CCN(CCN1CCCC1)C(=O)C1CCC(=O)N(CCCN2CCOCC2)C1 (centres undefined) | 13% | -6% | 0.7% | 1% | -5%
Nc1nnc(CCN2CCCCC2)s1 | 6% | -6% | 1.1% | 7% | 2%
CC(C)OC(=O)C(C)Oc1ccc(C(=O)NCCc2ccccc2)cc1 (centres undefined) | 1% | -3% | 1.4% | u | i
COc1ccc(C(=O)Nc2ccccc2C(=O)N/N=C/c2ccc(O)c(OC)c2)cc1 | 1% | -5% | 5.9% | 9% | 18%
Cc1cccc(NC2=C(Cl)C(=O)OC2OC(C)C)c1 (centres undefined) | 2% | 10% | 1.4% | 3% | -8%
Cc1ccc(-c2cc(C(=O)Nc3ccc(S(=O)(=O)Nc4ncccn4)cc3)c3ccccc3n2)cc1 | 1% | -11% | 1.6% | -8% | -20%
CCn1cc(C(=O)NC2CC(C)(C)Cc3c2cnn3-c2cccc(F)c2)cn1 (centres undefined) | -6% | -9% | 4.8% | 3% | 13%
CN(C(=O)CSc1ncnc2sccc12)c1c(N)n(Cc2ccccc2)c(=O)[nH]c1=O | 14% | -20% | 6.8% | -2% | 2%
C=CCC1NS(=O)(=O)O[C@H](CCCC)[C@@H]1O (some centres undefined) | -13% | -4% | 0.3% | 0% | 7%
Cc1ccc(C(O)P(=O)(Oc2ccccc2)Oc2ccccc2)cc1 (centres undefined) | -24% | -35% | 0.2% | 1% | 1%
CCOC(=O)c1c(/N=C/c2c(O)n(-c3cccc(C)c3)c(=O)[nH]c2=O)sc2c1CCCC2 | -6% | -5% | 0.4% | 5% | -19%
Cc1ccc(OC(=O)c2ccc(S(=O)(=O)N(C)C)cc2)c(-n2nc3ccccc3n2)c1 | -5% | -6% | 1.4% | u | u

Additional records.
SMILES | H1N1 NS1A inhibition | Salmonella PhoP GFP | inhibitors of VEEV | H37Rv inhibition | tuberculosis growth | others
COc1cc2[nH]c(C(=O)N3CCN(c4ccc(F)cc4)CC3)cc2c(OC)c1OC | 0% | 11% | 0.6% | -2% | -5%
COc1ccc(NC(=O)c2sc3nc(C)cc(C)c3c2N)cc1 | -3% | -6% | 0.9% | 5% | -9%
COc1cccc(C(=O)NNC(=O)C(=O)Nc2ccc(C)cc2)c1 | -7% | 13% | 2.0% | u | u
Nc1ncnc2c1CCC2 | -13% | 10% | 2.3% | 0% | 0%
CCOc1ccccc1CN1CCN(Cc2nc3c(s2)CCCC3)CC1CCO (centres undefined) | -1% | 0% | i | -3% | -7%
COc1ccc(/C=N/NC(=O)CSCC(=O)Nc2ccccc2)cc1 | 2% | -15% | 0.6% | -10% | 15%
CC(=O)N(C(C)=O)S(=O)(=O)c1ccc(N=NN2CCOCC2)cc1 | -2% | 8% | 0.2% | 5% | -6%
Cc1noc(C)c1COc1ccc(CC(=O)NCCc2ccccn2)cc1 | -2% | 9% | 0.2% | 5% | 6%
CC1=C/C(=C\c2ccc(Br)o2)C(=O)O1 | 2% | -8% | 0.2% | -2% | 14%
COc1ccc(CN(C(=O)c2cccs2)C(C(=O)NC2CCCCC2)c2ccc3ncccc3c2)cc1 (centres undefined) | 1% | 6% | 0.0% | -2% | 52%
COc1nc(-c2ccc(Cl)cc2)ccc1-c1noc(-c2cccs2)n1 | -12% | -2% | i | 4% | 2%
N=c1c2c(n(Cc3ccc(Cl)cc3Cl)c3c1CCC3)CCCC2 | 2% | 42µM* | 1.0% | 14% | u
O=C(NCC(c1ccco1)N1CCCC1)c1cccc(NS(=O)(=O)c2ccc(Br)cc2)c1 (centres undefined) | -4% | -3% | 3.6% | 2% | 22%
Cc1cc(C)n(-c2nc(SCC(=O)O)c3c4c(sc3n2)CCCC4)n1 | x | 7% | x | u | u
COc1ccc(CNC(=O)COC(=O)c2ccccc2C(=O)c2ccccc2)cc1 | 10% | -25% | 1.1% | 1% | 38%
CCn1nnnc1SCC(=O)NCc1ccc2c(c1)OCO2 | 6% | -4% | i | -2% | 10%
O=C(Nc1cccs1)Nc1c(F)c(F)c(F)c(F)c1F | -3% | u | 1.1% | -2% | -5%
Cc1cccc(-c2nc(CS(=O)CC(=O)NCc3ccco3)c(C)o2)c1 (centres undefined) | -2% | 2% | 2.3% | 1% | 29%
COc1ccccc1CNC(=O)COC(=O)[C@H](Cc1c[nH]c2ccccc12)NC(=O)c1cccs1 | 15% | 5% | i | -3% | 45%
Cc1ccc(SCC(=O)O/N=C(\N)c2ccc([N+](=O)[O-])cc2)cc1 | 10% | 6% | 0.5% | 1% | 59%
O=C(Nc1ccc(C(=O)N2CCCCC2)cc1)c1ccccc1Br | -7% | -10% | 4.8% | -11% | -5%
CC(=O)Nc1ccc2c(c1)OCCO2 | 4% | -5% | i | -4% | -10%

Screens from PubChem.
